OX1R FRET antag: antagonists of human orexin 1 receptor (OX1R) | O43613 | OX1R-expressing cells, FRET antagonist read-out | inhibition, % at 6.6 µM | 330,000 tested, 1.8% active; in the data active means inhibition mostly above about 38%, no sharp cut-off; inactive means mostly below about 40%;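 further: 0% = agonist challenge alone and 100% = reference antagonist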
Target sequence (O43613 whole entry, looked up): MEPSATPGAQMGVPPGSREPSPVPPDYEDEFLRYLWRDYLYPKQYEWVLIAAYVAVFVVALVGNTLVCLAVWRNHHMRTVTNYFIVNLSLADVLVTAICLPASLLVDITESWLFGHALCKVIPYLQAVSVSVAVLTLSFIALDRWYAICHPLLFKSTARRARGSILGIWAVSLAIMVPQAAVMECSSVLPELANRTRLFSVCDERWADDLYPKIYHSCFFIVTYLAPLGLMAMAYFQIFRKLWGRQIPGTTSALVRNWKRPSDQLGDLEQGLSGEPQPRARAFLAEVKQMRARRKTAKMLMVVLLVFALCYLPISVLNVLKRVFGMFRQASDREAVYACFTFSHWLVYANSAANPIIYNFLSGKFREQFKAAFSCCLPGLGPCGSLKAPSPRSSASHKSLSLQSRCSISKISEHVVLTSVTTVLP
STK33 kinase inh: inhibitors of human STK33 kinase | Q9BYT3 | purified STK33, MBP phosphorylation, ADP-Glo luminescence | inhibition, % at 10 µM | 320,000 tested, 0.073% active;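 active means inhibition at or above 25%, using the most active replicate where run in duplicate; inactive means inhibition below 25%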
Target sequence (Q9BYT3 whole entry, looked up): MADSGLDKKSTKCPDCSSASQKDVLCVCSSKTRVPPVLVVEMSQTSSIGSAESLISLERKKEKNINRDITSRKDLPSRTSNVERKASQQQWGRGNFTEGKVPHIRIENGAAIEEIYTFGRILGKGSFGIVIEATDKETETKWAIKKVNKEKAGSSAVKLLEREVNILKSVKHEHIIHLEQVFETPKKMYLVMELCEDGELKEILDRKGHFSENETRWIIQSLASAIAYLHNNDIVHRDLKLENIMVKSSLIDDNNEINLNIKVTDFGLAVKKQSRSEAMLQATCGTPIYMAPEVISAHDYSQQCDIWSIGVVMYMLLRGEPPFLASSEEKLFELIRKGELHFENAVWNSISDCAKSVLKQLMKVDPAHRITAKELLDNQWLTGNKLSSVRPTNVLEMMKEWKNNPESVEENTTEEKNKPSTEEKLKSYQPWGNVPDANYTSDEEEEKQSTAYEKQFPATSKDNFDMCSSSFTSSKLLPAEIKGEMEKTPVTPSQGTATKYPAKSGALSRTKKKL
An asterisk follows results filed as active.

Preview, 4 compounds:
Screening C[C@H](CO)N1C[C@H](C)[C@@H](CN(C)Cc2ccc(Cl)c(Cl)c2)Oc2c(NC(=O)CCC(F)(F)F)cccc2C1=O returned OX1R FRET antag 6.8 and STK33 kinase inh 1.3.
For Fc1cccc(Cn2cc(C(=S)N3CCOCC3)c3ccccc32)c1 the results were OX1R FRET antag 14.4 and STK33 kinase inh -0.3.
Screening CCCC(C(=O)NCCC(C)C)N(Cc1ccc(OC)cc1)C(=O)c1snc(C(N)=O)c1N (stereo not drawn) returned OX1R FRET antag 6.7 and STK33 kinase inh -0.1.
Screening COc1ccc(Cc2c(O)nc(SCC(=O)N3CCCCCC3)[nH]c2=O)cc1 returned OX1R FRET antag -0.2 and STK33 kinase inh 0.9.

Main list, from the start:
Screening C[C@H](CO)N1C[C@H](C)[C@@H](CN(C)Cc2ccc(Cl)c(Cl)c2)Oc2c(NC(=O)CCC(F)(F)F)cccc2C1=O returned OX1R FRET antag 6.8 and STK33 kinase inh 1.3.
For Fc1cccc(Cn2cc(C(=S)N3CCOCC3)c3ccccc32)c1 the results were OX1R FRET antag 14.4 and STK33 kinase inh -0.3.
Screening CCCC(C(=O)NCCC(C)C)N(Cc1ccc(OC)cc1)C(=O)c1snc(C(N)=O)c1N (stereo not drawn) returned OX1R FRET antag 6.7 and STK33 kinase inh -0.1.
Screening COc1ccc(Cc2c(O)nc(SCC(=O)N3CCCCCC3)[nH]c2=O)cc1 returned OX1R FRET antag -0.2 and STK33 kinase inh 0.9.
For Cc1ccc(C(C(=O)NC2CCCCC2)N2CCC3(CC2)OCCO3)cc1 (stereo not drawn) the results were OX1R FRET antag 10.7 and STK33 kinase inh -0.9.
Screening COc1ccc(N2CCN(S(=O)(=O)CCNC(=O)CCCc3ccccc3)CC2)cc1 returned OX1R FRET antag 18.0 and STK33 kinase inh -0.2.
For COc1ccc(/C=C/C(=O)NC(=S)NNC(=O)c2cc(OC)c(OC)c(OC)c2)cc1OC the results were OX1R FRET antag 15.3 and STK33 kinase inh -1.6.
CCOC(=O)COc1cc([N+](=O)[O-])cc2cccnc12 was read as OX1R FRET antag 42.0* and STK33 kinase inh -1.7.
`Cc1ccc(S(=O)(=O)NC(CC(=O)NCC2CCCO2)c2ccco2)cc1` (stereo not drawn) gave OX1R FRET antag 8.8 and STK33 kinase inh -0.4.
For O=C(Nc1nc2ccc(F)cc2s1)Oc1ccccc1 the results were OX1R FRET antag 15.9 and STK33 kinase inh 0.2.
`CN1CCN(c2nc3c(c(=O)n(C)c(=O)n3C)n2CC(=O)C23CC4CC(CC(C4)C2)C3)CC1` gave OX1R FRET antag 5.2 and STK33 kinase inh 0.2.
CCOc1ccc(S(=O)(=O)NNC(=S)Nc2ccc(Br)cc2)cc1 was read as OX1R FRET antag 17.6 and STK33 kinase inh 0.5.
`Nc1cc(C(=O)O)ccc1N1CCCCCC1` gave OX1R FRET antag 24.4 and STK33 kinase inh -1.5.
CC(Sc1ccccn1)C(=O)Nc1ccc2c(c1)OCCO2 (stereo not drawn) was read as OX1R FRET antag 8.7 and STK33 kinase inh -0.9.
`Cc1c(NC(=O)CSc2nnnn2C)c(=O)n(-c2ccccc2)n1C` gave OX1R FRET antag 16.0 and STK33 kinase inh -1.0.
For CCSc1oc(-c2ccco2)nc1S(=O)(=O)c1ccc(F)cc1 the results were OX1R FRET antag 16.9 and STK33 kinase inh 0.7.
`O=C(CCCN1C(=O)C2CC=CCC2C1=O)Nc1ccccc1Cl` (stereo not drawn) gave OX1R FRET antag 1.2 and STK33 kinase inh 0.1.
CC1(C)CC(=O)C2=C(C1)Nc1cc3c(cc1C2c1ccc2c(c1)OCO2)OCO3 (stereo not drawn) was read as OX1R FRET antag 17.4 and STK33 kinase inh -1.1.
COCCNC(=O)c1ccccc1NS(=O)(=O)c1ccc(Br)s1 was read as OX1R FRET antag 5.6 and STK33 kinase inh -2.0.
`CC1CCC2(CC1)NC(=O)N(CC(=O)NC(=O)NC1CCCC1)C2=O` (stereo not drawn) gave OX1R FRET antag 9.7 and STK33 kinase inh -1.3.
For C[C@H](NC(=O)N1CCn2c1nc1ccccc12)C(=O)NCc1ccc2c(c1)OCO2 the results were OX1R FRET antag 14.5 and STK33 kinase inh -0.1.
For O=C(OCCC1Oc2cccnc2NC1=O)c1ccc(Cl)cc1 (stereo not drawn) the results were OX1R FRET antag 23.2 and STK33 kinase inh -1.8.
For CN(C)CC(C)(C)CNCc1cc(=O)oc2ccc3ccccc3c12 the results were OX1R FRET antag 8.1 and STK33 kinase inh -0.4.
`O=C(NC(=S)Nc1ccc(S(=O)(=O)Nc2nccs2)cc1)c1cccc(F)c1` gave OX1R FRET antag -1.8 and STK33 kinase inh 0.3.
`CN(C)N=Nc1ccc2nc[nH]c2c1` gave OX1R FRET antag 6.8 and STK33 kinase inh 8.0.
Screening O=C(NCCc1ccc(Cl)cc1)Nc1cccc(Cl)c1 returned OX1R FRET antag 37.5 and STK33 kinase inh -1.1.
For COc1ccc(S(=O)(=O)NC(CC(=O)NCCc2ccc(OC)c(OC)c2)c2ccco2)cc1 (stereo not drawn) the results were OX1R FRET antag 14.1.
For Cc1ccnc(SCC(=O)N2CCN(c3cccc(Cl)c3)CC2)n1 the results were OX1R FRET antag 26.1 and STK33 kinase inh -1.5.
`CC(NCc1ccc(S(N)(=O)=O)cc1)C(=O)Nc1cc([N+](=O)[O-])ccc1Cl` (stereo not drawn) gave OX1R FRET antag 58.4 and STK33 kinase inh -0.6.
`C[C@H](CO)N1C[C@H](C)[C@H](CN(C)CC2CC2)Oc2ccc(NC(=O)CCN3CCOCC3)cc2C1=O` gave OX1R FRET antag -2.5 and STK33 kinase inh 0.3.
`O=S(=O)(NCCc1ccccc1)c1cccc2cccnc12` gave OX1R FRET antag 18.5 and STK33 kinase inh -1.5.
For CCn1nc(CC(=O)Nc2nnc(CC(=O)N3CCOCC3)s2)c2ccccc2c1=O the results were OX1R FRET antag 8.6 and STK33 kinase inh -2.0.
Cc1cc(C)c(NC(=O)CSc2nc(=O)n(CCN3CCOCC3)c3c2CCCC3)c(C)c1 was read as OX1R FRET antag 14.7 and STK33 kinase inh -1.2.
`CCOC(=O)c1ccc(NC(=O)Cn2nnc(-c3ccccc3)n2)cc1` gave OX1R FRET antag 9.5 and STK33 kinase inh -0.2.
Screening CCOc1cc(CNc2ccccc2)cc(Br)c1OCc1ccccc1F returned OX1R FRET antag 16.7 and STK33 kinase inh -1.0.
Screening CCOc1ccc(CCNC(=O)CN2C(=O)c3cccnc3Oc3ccc(Cl)cc32)cc1 returned OX1R FRET antag 6.7 and STK33 kinase inh -1.2.
For CC(C)C(=O)N1CCN(c2cc(N3CCN(C)CC3)c(F)cc2[N+](=O)[O-])CC1 the results were OX1R FRET antag 56.0 and STK33 kinase inh -1.9.
COc1ccc(CCN2CN(S(=O)(=O)c3ccccc3)c3nc4ccccc4nc32)cc1 was read as OX1R FRET antag 14.7 and STK33 kinase inh -0.4.
For CCCCNC(=O)C1CCN(S(=O)(=O)N2CCCCCC2)CC1 the results were OX1R FRET antag 4.4 and STK33 kinase inh -0.4.
CN(C)/C=C(/C(=O)c1ccccc1)S(=O)(=O)c1ccc(Cl)cc1 was read as OX1R FRET antag 0.2 and STK33 kinase inh 0.1.
`COc1ccc(NC(=O)COC(=O)c2ccc(F)cc2F)cc1` gave OX1R FRET antag 10.1 and STK33 kinase inh -2.1.
COC(=O)C1C(=O)/C(=C(/C)N2CCCC2)C(=O)CC1(C)C (stereo not drawn) was read as OX1R FRET antag 8.3 and STK33 kinase inh -2.0.
`CC(=O)c1ccc(NCC2COc3ccccc3O2)c([N+](=O)[O-])c1` (stereo not drawn) gave OX1R FRET antag 36.4 and STK33 kinase inh -0.7.
CC(C)c1cccc(C(C)C)c1NC(=O)COC(=O)c1ccc2c(c1)S(=O)(=O)c1ccccc1C2=O was read as OX1R FRET antag 15.9 and STK33 kinase inh -0.3.
For COCc1ccc(C(=O)N2CCCC(C(=O)c3cc(F)ccc3F)C2)s1 (stereo not drawn) the results were OX1R FRET antag 7.5 and STK33 kinase inh 0.1.
For CCCCC1=CC2=C(c3ccco3)C(=O)C(C)(OC(=O)c3ccc(OC)cc3)C(=O)C2=CN1Cc1ccccc1 (stereo not drawn) the results were OX1R FRET antag 28.6 and STK33 kinase inh -0.8.
For CCc1nnc(SCC(=O)Nc2nnc(C)s2)n1CC1CCCO1 (stereo not drawn) the results were OX1R FRET antag 6.1 and STK33 kinase inh -1.6.
Cn1ccnc1Sc1ccc(C=O)cc1[N+](=O)[O-] was read as OX1R FRET antag 63.1 and STK33 kinase inh 1.4.
Screening CCCn1nnnc1NC(=O)CSc1ccc(Cl)cc1 returned OX1R FRET antag 10.4 and STK33 kinase inh -0.3.
O=C1COCCOCCOCC(=O)NCCN1 was read as OX1R FRET antag 13.4 and STK33 kinase inh -1.0.
CCOC(=O)C1CCN(C(=O)c2ccc3c(c2)NC(=O)/C(=C\c2cccc(C)c2)S3)CC1 was read as OX1R FRET antag -4.2 and STK33 kinase inh -1.0.
Screening Cc1ccc(S(=O)(=O)N2CCCCC2)cc1NC(=O)C1=NN(c2ccccc2)C(=O)CC1 returned OX1R FRET antag 2.9.
Screening O=C(C[n+]1ccc2ccccc2c1)Nc1cc(C(F)(F)F)ccc1Cl returned OX1R FRET antag 17.9 and STK33 kinase inh -0.9.
Screening O=C(CSc1nc2ccccc2o1)N1CCOCC1 returned OX1R FRET antag 2.8 and STK33 kinase inh -0.8.
For Cc1cccc(OCC(=O)NNC(=O)c2cc(S(=O)(=O)N(C)C)ccc2N2CCCC2)c1 the results were OX1R FRET antag -5.0 and STK33 kinase inh -1.5.
Screening CSc1ccccc1NC(=O)CN(C)CC(=O)NCc1ccccc1 returned OX1R FRET antag 4.5 and STK33 kinase inh 0.1.
Screening Cc1ccc(-n2nc3c([n+]2[O-])CCc2c-3no[n+]2[O-])cc1 returned OX1R FRET antag 22.8 and STK33 kinase inh -1.3.
`O=C(O)[C@@H]1Cc2c([nH]c3ccccc23)C2CCC(=O)N21` (stereo partly drawn) gave OX1R FRET antag -6.3 and STK33 kinase inh 0.2.
Screening COC(=O)c1ccc(COc2c(F)c(F)cc(F)c2F)o1 returned OX1R FRET antag -1.9 and STK33 kinase inh -0.8.
Screening COc1ccc(-c2c(C)nc(N)nc2-c2ccc(OC)cc2O)cc1 returned STK33 kinase inh 2.9.
Screening Cc1cccc(NC(=O)CN2C(=O)c3ccccc3C2=O)c1C returned OX1R FRET antag -5.4 and STK33 kinase inh -0.1.
`COC(=O)C1(NC(=O)NC23CC4CC(CC(C4)C2)C3)CCCCC1` gave OX1R FRET antag 4.0 and STK33 kinase inh -1.7.
N#C/C(=C\C1CC=CCC1)c1nc2ccccc2[nH]1 (stereo not drawn) was read as OX1R FRET antag 20.2 and STK33 kinase inh -0.7.
C/C=C(\C)CN1CCC(n2nccc2NC(=O)c2ccc3c(c2)OCO3)CC1 was read as OX1R FRET antag 43.7 and STK33 kinase inh -0.6.
CN(C)/C=C1\C(=O)Nc2ccccc21 was read as OX1R FRET antag 16.6 and STK33 kinase inh -0.8.
Cn1cnnc1SCC(=O)c1ccc2c(c1)NC(=O)CO2 was read as OX1R FRET antag 0.2 and STK33 kinase inh 1.0.
For NS(=O)(=O)c1ccc(NC(=O)COC(=O)c2ccc(Cl)nc2)cc1 the results were OX1R FRET antag 5.1 and STK33 kinase inh -0.4.
Oc1cc(O)c2c(c1)O[C@H](c1ccc(O)c(O)c1)[C@@H](O)C2 was read as OX1R FRET antag 7.1 and STK33 kinase inh 0.9.
O=C(Nc1ccc(Br)cc1)C1CCN(C(=O)c2ccc(F)cc2)CC1 was read as OX1R FRET antag 7.7 and STK33 kinase inh -1.1.
For O=C(Nc1cc(C(F)(F)F)ccc1N1CCOCC1)c1ccco1 the results were OX1R FRET antag 8.4 and STK33 kinase inh -1.5.
For O=S(=O)(Nc1cc(Sc2cccc3cccnc23)c(O)c2ccccc12)c1ccc(F)cc1 the results were OX1R FRET antag 58.0 and STK33 kinase inh -2.3.
`COC(=O)CNc1cc(S(=O)(=O)N2CCCCC2)ccc1Oc1cccc(C)c1` gave OX1R FRET antag -0.8 and STK33 kinase inh -0.7.
Screening O=c1oc2ccc(NS(=O)(=O)c3cccc4cccnc34)cc2s1 returned OX1R FRET antag 2.3 and STK33 kinase inh 0.8.
CCCc1nnc(SCC(=O)Nc2ccccc2F)o1 was read as OX1R FRET antag 13.1 and STK33 kinase inh -0.2.
COCC1CCCN(C(=O)c2cc(COc3cncc(Cl)c3)on2)C1 (stereo not drawn) was read as OX1R FRET antag -0.1 and STK33 kinase inh 0.5.
Screening O=C(COC(=O)c1ccc(O)cc1)Nc1ccc2c(c1)OCO2 returned OX1R FRET antag 16.8 and STK33 kinase inh -1.1.
`CC(C)C(C(=O)NCc1ccco1)N(CC1CCCO1)C(=O)CNS(=O)(=O)c1ccc(F)cc1` (stereo not drawn) gave OX1R FRET antag 33.8 and STK33 kinase inh -1.5.
Screening Cc1ccc(N(CC(=O)N2CCOCC2)S(C)(=O)=O)cc1C returned OX1R FRET antag 10.1 and STK33 kinase inh 0.3.
Screening COc1ccc(-c2cc(-c3cc(C)ccc3O)[nH]n2)cc1 returned OX1R FRET antag 20.8 and STK33 kinase inh 0.7.
CCOc1ccc(CNn2nnnc2N)cc1 was read as OX1R FRET antag 1.1 and STK33 kinase inh -1.4.
Screening CC(NC(=S)Nc1cccc(F)c1)C(c1cccs1)N1CCOCC1 (stereo not drawn) returned OX1R FRET antag 7.0 and STK33 kinase inh -2.4.
For O=C(CSc1nc(O)cc(=O)n1-c1ccccc1)Nc1nc2ccccc2s1 the results were OX1R FRET antag 21.6 and STK33 kinase inh 0.1.
For CSCCC1NC2(C(=O)Nc3c(Cl)cccc32)[C@@H]2C(=O)N(C3CCCC3)C(=O)[C@H]12 (stereo partly drawn) the results were OX1R FRET antag 6.2 and STK33 kinase inh -1.0.

Structural class: the entries above containing a thiophene ring, fused or not (3)
COCCNC(=O)c1ccccc1NS(=O)(=O)c1ccc(Br)s1 was read as OX1R FRET antag 5.6 and STK33 kinase inh -2.0.
For COCc1ccc(C(=O)N2CCCC(C(=O)c3cc(F)ccc3F)C2)s1 (stereo not drawn) the results were OX1R FRET antag 7.5 and STK33 kinase inh 0.1.
Screening CC(NC(=S)Nc1cccc(F)c1)C(c1cccs1)N1CCOCC1 (stereo not drawn) returned OX1R FRET antag 7.0 and STK33 kinase inh -2.4.

Source: PubChem BioAssay (several laboratories)
